# Bioassay records as filed in PubChem.
# PriA SSB inh: inhibitors of Klebsiella pneumoniae PriA binding to SSB C-terminal tail, primary screen, biochemical, AlphaScreen. PriA–SSB C-terminal tail interaction (Klebsiella pneumoniae). AlphaScreen SSBct-PriA binding, biotinylated peptide. inhibition, % at 33 µM. 430,000 compounds, 0.6% hits; in the data active means inhibition mostly above about 37%, no sharp cut-off; inactive means mostly below about 20%;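 further: plate controls were negative control peptide for no effect and reference peptide for full effect; strong numbers were not always called active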
# An asterisk follows results filed as active; & = joins results of further samples. Only part of the results is shown; the hit share may differ from the screen's.
SMILES,PriA SSB inh
Cc1sc2ncnc(SCC(=O)Nc3nsc(-c4ccc(Cl)cc4)n3)c2c1C,-6.0
Nc1ccc2c(c1)CCCN2S(=O)(=O)c1ccccc1,25.0
COc1ccccc1CNC(=O)CSc1nc(=O)n(C[C@H]2CCCO2)c2c1CCC2,2.0
O=C1CC2(CCN(C(=O)NC3CC(=O)N(c4ccc5c(c4)OCCO5)C3)CC2)Oc2ccccc21 (stereo not drawn),-8.0
O=C(CNC(=O)c1ccc(S(=O)(=O)N2CCCC2)cc1)NN=Cc1ccco1,5.1
COc1ccc(CCC(=O)NCCCc2ccc(N(C)C)cc2)cc1,15.0
COc1cccc2cc(C(=O)Nc3cccc(-c4cn5c(C)cccc5n4)c3)c(=O)oc12,-14.0
CCOC(=O)c1c(CC(C)C)csc1N=CC1C(=O)CCCC1=O,-8.6
CCCC(=O)Nc1ccc2c(c1)C(=O)NCCO2,7.0
COc1ccc(-c2cc(=O)n(CC(=O)NCc3cccnc3)cn2)cc1,-20.0
Clc1ccc(CSc2cn(Cc3ccccc3Cl)c3ccccc23)cc1Cl,1.0
O=C(CN1C(=O)c2ccccc2C1=O)Nc1nnc(-c2ccccc2Cl)o1,2.0
CCOc1ccc(-c2nnc(NC(=O)c3c(-c4ccccc4Cl)noc3C)o2)cc1,4.0
COc1ccc(SCC2CCN(C(=O)CSCc3ccccc3)CC2)cc1,-6.0
CCOc1ccc(-c2cc(C(=O)O)[nH]n2)cc1,-9.0
O=C(c1ccsc1)c1ccc(CNS(=O)(=O)c2ccc(OC(F)(F)F)cc2)s1,-11.0
CNC(=O)Cc1cc(=O)[nH]c(SCC(=O)N(C)c2ccccc2)n1,4.0
COc1ccc(Nc2ncnc3c2cnn3C)cc1,0.0
Cc1c(N=C2SCC(=O)N2N=Cc2ccccc2)c(=O)n(-c2ccccc2)n1C,-20.6
Brc1ccc2nc(N3N=C(c4cccs4)C[C@H]3c3cccs3)nc(-c3ccccc3)c2c1,-11.0
N#Cc1ccc(OC2CCNCC2)nc1,-10.0
CS(=O)(=O)N1C2CCC1CC(NC(=O)c1ccc(Br)o1)C2 (stereo not drawn),-16.0
CCN(c1ccccc1)S(=O)(=O)c1ccc(C(=O)Nc2ccc(Cl)cc2)cc1,-9.0
O=c1cccc2n1CC1CC2CN(C(=S)Nc2ccc(OC(F)F)cc2)C1 (stereo not drawn),-11.0
N#Cc1cccnc1OC1CCN(C(=O)c2ccc(Cn3ccnc3)cc2)CC1,-16.0
O=C(Nc1nc(-c2ccncc2)cs1)c1cc([N+](=O)[O-])ccc1Cl,11.0
CN(C)CCCN1C(=O)C(=O)C(=C(O)c2ccncc2)C1c1cccnc1 (stereo not drawn),-16.1
O=S(=O)(Nc1nc2ccccc2s1)c1ccc(Br)cc1,-12.0
Cn1cccc1CN(C1CC1)S(=O)(=O)c1ccc(N2CCCCS2(=O)=O)cc1,34.0
COc1cc2nc(NC(=O)Cc3ccc(C)cc3)sc2cc1OC,-13.0
O=C(NN=Cc1ccc(OC2CSC2)cc1)c1ccccc1,-4.8
COc1cccc(-n2c(SCC(=O)NCc3ccc(C)cc3)nc3c(c2=O)SCC3)c1,-6.0
CN(C)c1ccnc(CNC(=O)COc2ccc(Cl)cc2Cl)n1,-4.0
O=[N+]([O-])c1ccc(C=Nn2cn[nH]c2=S)cc1,-3.5
CCOC(=O)N1CCN(S(=O)(=O)c2ccc(C(=O)Nc3sccc3C#N)cc2)CC1,3.0
O=C(Cc1ccccc1Cl)N1CCC(Oc2cnccn2)CC1,-12.0
COCCn1c(N)c(C(=O)NCc2ccccc2Cl)c2nc3ccccc3nc21,-19.0
O=C(Nn1cnc2c(cnn2-c2ccccc2)c1=O)c1cc(=O)c2ccccc2o1,-7.0&-1.0
Cc1cc(=O)[nH]c(NN=Cc2ccccn2)n1,83.3*
O=C(Nc1cnc(N2CCN(c3ccccn3)CC2)nc1)c1cccc(Cl)c1,-19.0
COc1ccccc1NC(C)C(=O)NN=Cc1ccccc1OCc1cccc(Br)c1 (stereo not drawn),5.3
Cn1cc(C(=O)N2CCCC2)cc(NC(=O)c2ccccc2F)c1=O,-9.0
Cc1nc2cc(NC(=O)c3cccc(NS(=O)(=O)c4ccc(F)cc4)c3)ccc2s1,1.0
CN1CCc2cc(C(CNC(=O)c3c(F)cccc3F)N3CCOCC3)ccc21 (stereo not drawn),-8.0
Cn1nccc1C(=O)Nc1sc(-c2ccccc2)cc1C(N)=O,-5.0
COc1cc(C=Nn2cnnc2)ccc1OC(=O)N(C)C,-9.1
ON=C1CCC/C1=C\c1ccco1,-5.1
Cc1csc(NC(=O)c2c[nH]c3c(Cl)cccc3c2=O)n1,3.0
CCOc1cccc(-c2noc(Cn3cc(-c4nc(-c5cccs5)no4)ccc3=O)n2)c1,-7.0
O=C(COc1ccc(F)cc1)Nc1nnc(Cc2ccc3c(c2)OCO3)o1,-26.0
CS(=O)(=O)N1CCN(C(=O)CCc2csc(NC(=O)c3ccc[nH]c3=O)n2)CC1,-7.0
O=C(c1ccccc1F)N1CCN(c2nccn2-c2ccccc2F)CC1,11.0
O=C(NN=Cc1cccc(F)c1)c1ccc(-c2ccccc2)cc1,-3.4
CC(=NNc1ccc(S(=O)(=O)Nc2ccccc2)cc1[N+](=O)[O-])c1ccc(N2CCOCC2)cc1,-2.1
O=S(=O)(Nc1ccccc1Cc1nc(-c2ccco2)no1)c1ccc2c(c1)CCO2,-1.0
O=C(Cn1nnc2ccccc21)NN=Cc1cccs1,-8.4
CCn1c(NCCO)nc2ccccc21,-21.0
CN(c1ccsc1C(=O)Nc1ccc(Cl)c(C(F)(F)F)c1)S(=O)(=O)c1ccccc1,-8.0
N#Cc1cccnc1OC1CCN(C(=O)c2cnccn2)CC1,-1.0
C#CCn1cc(C=NNc2nc3ccccc3[nH]2)c2ccccc21,44.0*
# (further entries)
SMILES,PriA SSB inh
CSc1cccc(NC(=O)CN2CCC3(CC2)N=C(c2ccc(C)cc2)C(=O)N3)c1,9.0
Cn1nnn(-c2ccc(NC(=O)NCc3cccs3)cc2)c1=O,0.0
COC(=O)c1ccc(CSc2nnc(COc3ccccc3)o2)o1,1.0
CN(C)CCN(C(=O)c1ccc(S(=O)(=O)N(C)c2ccccc2)cc1)c1nc2c(Cl)cccc2s1,20.0
Cc1cc(NC(=O)CN2CC(c3nc(-c4ncccn4)no3)C2)no1,-5.0
CCc1nnc(C2CCN(C(=O)NCc3ccc(Cl)cc3)CC2)s1,-12.0&-2.0
Cc1cc(OCC(=O)Nc2ccc(S(N)(=O)=O)cc2)ccc1Br,0.0
COc1cc(C)c(C)cc1S(=O)(=O)N1CCO[C@H](c2cc(Cl)cc(Cl)c2)C1,-35.0
C(=NNc1nc2ccccc2[nH]1)c1c[nH]c2ccccc12,50.4*
CCOc1ccccc1C(=O)N[C@H](c1cccnc1)C1CCOCC1,-1.0
Cc1cc(=O)n2c(-c3cccc(NC(=O)Cc4ccc(F)cc4)c3)csc2n1,-5.0
O=C(NCc1ccc2c(c1)OCO2)C1CN(C(=O)c2cnccn2)C1,-1.0
CC(C)S(=O)(=O)c1ccc(C(=O)N2CC(=O)Nc3ccccc32)cc1,1.0
COc1ccc(C=c2sc(=CC(=O)c3ccc(C)cc3)[nH]c2=O)c(OC)c1,0.2
Cc1ncc(C#N)c(C)c1Cl,-2.0&0.0
CC(C)NC(=O)c1nsc(C(=O)N2CCN(C3CCCCC3)CC2)c1N,-2.0
COc1ccccc1-c1cc(C(=O)NC2CC3CCC(C2)N3S(C)(=O)=O)[nH]n1 (stereo not drawn),-4.0
O=C(CSC1CCCC1)NCC(O)(c1ccccc1)C1CC1 (stereo not drawn),-28.0
CC(=O)c1ccc(Br)s1,-6.0
COc1cccc(C(=O)NCC(c2ccc(F)cc2)N2CCOCC2)c1OC (stereo not drawn),-3.0
O=C(Cn1cnc(-c2ccccc2)cc1=O)N(Cc1ccccc1)c1ccccc1,-10.0
CCCOc1cc(N2CCN(S(=O)(=O)CCC)CC2)nc(C)n1,-10.0
CC(=NNC(=O)c1ccc2c(c1)OCO2)c1ccc(Br)s1,1.6
COc1ncccc1C(=O)N1CCC(S(=O)(=O)c2ccc(F)cc2)CC1,4.0
O=C(NCc1cccnc1-c1ccsc1)c1cccc(OC(F)(F)F)c1,-11.0
C=C1C(=O)OC2CC1C(O)C/C(C)=C\CC/C(C)=C\C(O)CC2C (stereo not drawn),0.6
COc1cccc(CNC(=O)CN2C(=O)N(c3ccc(C)cc3)S(=O)(=O)c3ccccc32)c1OC,-7.0
CC(C)c1nnc(C2CCN(C(=O)C3CCC3)CC2)o1,1.0
Cc1ccc(C)c2sc(NC(=O)c3ccccc3S(C)(=O)=O)nc12,-3.0
CCOc1ccc(-c2cn3c(CC(=O)Nc4ccc(F)cc4F)csc3n2)cc1,2.0
COc1ccc(C=NNC(=O)CNC(=O)/C=C/c2ccco2)cc1OC,-1.1
O=C(CN1CCC(c2nnc(-c3ccsc3)o2)CC1)NCc1ccc2c(c1)OCO2,-6.0
CCOC(=O)Cn1c(-c2cccnc2)nc2ccccc21,-17.0
CCOc1ccc(-c2nc(NC(=O)c3cc4ccccc4oc3=O)sc2C)cc1,-2.0
O=C(Nc1nnc(CS(=O)(=O)c2ccccc2)o1)c1ccco1,-1.0
O=C(NN=Cc1ccc(Br)o1)c1cc([N+](=O)[O-])cc([N+](=O)[O-])c1,-3.6

# Structures above containing a CF3 group, in the order listed:
SMILES,PriA SSB inh
O=C(c1ccsc1)c1ccc(CNS(=O)(=O)c2ccc(OC(F)(F)F)cc2)s1,-11.0
CN(c1ccsc1C(=O)Nc1ccc(Cl)c(C(F)(F)F)c1)S(=O)(=O)c1ccccc1,-8.0
O=C(NCc1cccnc1-c1ccsc1)c1cccc(OC(F)(F)F)c1,-11.0

# (list continues)
SMILES,PriA SSB inh
CCCc1ccc(OCc2ccc(C(=O)NN=Cc3cccnc3)o2)cc1,-27.8
CS(=O)(=O)c1ccc(Nc2nc(CC(=O)N3CCCc4ccccc43)cs2)cc1,1.0
O=C(NCC1COC2(CCCCC2)O1)C(=O)Nc1ccc([N+](=O)[O-])cc1 (stereo not drawn),-2.0
CCOc1ccc(S(=O)(=O)N(C)C2CCCCC2)c2ccccc12,-23.0
CC(CCc1ccccc1)=NNC(=S)NCCc1ccccc1,21.9
COc1ccc(NC(=O)c2ccc(C(=O)O)cc2C(=O)O)cc1,-22.0
CCc1ccccc1N1CCN(C(=O)c2ccc(N3C(=O)C4CCCCC4C3=O)cc2)CC1 (stereo not drawn),1.0
O=C(Nc1nccs1)c1cc2cc([N+](=O)[O-])ccc2s1,4.0
O=C(Nc1ccccc1-c1ccc(=O)[nH]n1)c1ccsc1,-12.0
CN(CC(=O)O)C(=O)c1ccc(S(=O)(=O)N2CCOCC2)cc1,-4.0
Cc1ccsc1C(O)CNS(=O)(=O)c1c(C)nn(C)c1C (stereo not drawn),-9.0
CC(C)COc1ccc(C(=NO)c2ccccc2)cc1,-7.0
Cc1nnc2ccc(N3CCN(C(=O)Nc4ccc(F)cc4F)CC3)nn12,-10.0&-6.0
Cc1cccc(NC(=O)NCC(c2ccc3c(c2)CCN3C)N(C)C)c1 (stereo not drawn),31.0
Cc1ccc(CNC(=O)c2cc3c(=O)n4ccccc4nc3n(CCO)c2=N)cc1,-9.0
O=C(Cn1nc2c(cc1=O)CCCC2)Nc1ccc(F)cc1F,-9.0
O=C(CC(c1ccccc1)c1ccccc1)Nc1cc(N2CCCCC2)ncn1,2.0
Cc1cc(-c2nnc(NC(=O)C3CCCN3S(C)(=O)=O)o2)nn1C (stereo not drawn),-2.0
CCn1cc(NC(=O)N2CCc3ccccc32)c2ccccc21,40.0*
COc1ccccc1NC(=O)CSc1nnc(CCc2c(C)[nH]c(=O)n(C)c2=O)o1,-3.0
CC(C)n1cnc(S(=O)(=O)NCc2ccnc(-c3ccsc3)c2)c1,-10.0
O=C(c1cnn(-c2ccccc2)n1)N1CCc2nc3ccccn3c(=O)c2C1,0.0
CONC(=O)C1CN(S(C)(=O)=O)C1,-2.0
COc1cccc2c(N)ccnc12,-3.0
O=C(CC1CCCCN1S(=O)(=O)c1cccs1)NCc1ccccn1 (stereo not drawn),26.0
Cc1nc2n(c(=O)c1C)[C@@H](CC(=O)N1CCC(c3nnc(-c4ccco4)s3)CC1)CS2,-24.0
CC(C)CS(=O)(=O)C1CN(C(=O)NC2CCCC2)C1,9.0
COc1ccc(CCNC(=O)NC2CCC(Oc3nccnc3C#N)CC2)cc1 (stereo not drawn),-18.0
CCOC(=O)C1CCCN(CC(O)=C(C#N)c2nc(-c3ccccc3)cs2)C1 (stereo not drawn),-3.2
O=C(CCS(=O)(=O)c1ccc(Cl)cc1)Nc1nnc(-c2ccncc2)o1,-6.0
CC(C)(C)OC(=O)Nc1ccn2nccc2c1,-19.0
CSc1ncccc1C(=O)Nc1ccc(CC(=O)N(C)C)cc1,-15.0
NC(=NO)c1ccccc1-n1cccc1,0.6
Cc1cc(C)n(CC2CCNCC2)n1,31.0
COc1ccc(S(=O)(=O)NCC2(c3cccs3)CCCC2)c(OC)c1,-2.0
Cc1ccc(S(=O)(=O)N2CCN(CCNC(=O)c3cccs3)CC2)cc1,-4.0&11.0
CCC1CCCCN1CCCn1c(=S)[nH]c2cc(C(=O)OC)ccc2c1=O (stereo not drawn),0.0
CCOc1cc(C=NNC(=O)c2cccc(S(=O)(=O)N3CCOCC3)c2)ccc1OCC(=O)N(C)C,-12.5
Cc1cc(NC(=O)CSc2ccc(-c3ccc(-n4ccnc4)cc3)nn2)no1,-17.0

# Reformatted field by field: entries from further up.
SMILES: COc1ccc(CCNC(=O)NC2CCC(Oc3nccnc3C#N)CC2)cc1 (stereo not drawn)
  PriA SSB inh = -18.0

SMILES: CCOC(=O)C1CCCN(CC(O)=C(C#N)c2nc(-c3ccccc3)cs2)C1 (stereo not drawn)
  PriA SSB inh = -3.2

SMILES: O=C(CCS(=O)(=O)c1ccc(Cl)cc1)Nc1nnc(-c2ccncc2)o1
  PriA SSB inh = -6.0

SMILES: CC(C)(C)OC(=O)Nc1ccn2nccc2c1
  PriA SSB inh = -19.0
